MEKK2mut PB1 HTS: MEK5 binding signal on mutant MEKK2 PB1, primary screen, biochemical, multiplex bead flow cytometry, Alexa488-MEK5; Alexa488-MEK5 binding to MEKK2 mutant; actives 0.35% (n = 290,000); percent response, % at 10 µM; in the data active = percent response above about 24%, passing the limit was not always enough; also: inactives centre near 1; some results filed as inactive read as strong as hits; reference of the scale not given here
MEKK3 PB1 HTS: modulators of MEKK3-MEK5 PB1 binding, primary screen, biochemical, wildtype MEKK3, multiplex bead flow cytometry, Alexa488-MEK5 | AID 1529, 2009 | bead-based flow cytometry, Alexa488-MEK5 binding to MEKK3; actives lie on both sides; 0 = blocked by unlabeled MEK5, 100 = vehicle | binding response (% of control), % at 10 µM | Mitogen-activated protein kinase kinase kinase 3 (Homo sapiens), Q99759 | actives 1.4% (n = 290,000);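 active = binding response more than 3 SD above or below the average of its plate-row segment, actives on both sides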;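 also: Alexa488 bead fluorescence after subtracting the streptavidin-only scavenger bead signal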
OXTR ag: human OXTR agonists, primary screen, fluorescence, CHO-OTR cells, Fluo-8 calcium; Oxytocin receptor (Homo sapiens), P30559; Fluo-8 calcium fluorescence; normalized: DMSO 0%, oxytocin 100%; activation, % at 3 µM; actives 0.32% (n = 320,000); AID 2435, 2010;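 active = activation above the mean of all tested compounds plus 3 SD, cutoff set per screening run, cut at about 20% in these data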;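 also: peak over basal fluorescence ratio from a 100 s FLIPR kinetic read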
Target sequence (P30559 whole entry, looked up): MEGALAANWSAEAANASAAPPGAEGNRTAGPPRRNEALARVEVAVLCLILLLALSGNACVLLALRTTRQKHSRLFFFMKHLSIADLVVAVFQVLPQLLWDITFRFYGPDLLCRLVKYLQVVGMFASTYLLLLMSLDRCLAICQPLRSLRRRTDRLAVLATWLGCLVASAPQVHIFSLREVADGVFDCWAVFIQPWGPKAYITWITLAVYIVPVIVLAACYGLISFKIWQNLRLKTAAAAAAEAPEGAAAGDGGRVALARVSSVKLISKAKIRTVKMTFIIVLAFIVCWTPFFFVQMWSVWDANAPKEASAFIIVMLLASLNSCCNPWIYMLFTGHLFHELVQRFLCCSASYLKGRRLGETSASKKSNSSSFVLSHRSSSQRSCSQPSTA
V1R ag counter: agonists of human V1a receptor, primary screen, counter-screen for OXTR agonist project, fluorescence, CHO-V1R cells; Vasopressin V1a receptor (Homo sapiens), P37288; Fluo-8 calcium fluorescence, agonist mode; 0% DMSO, 100% 3 nM vasopressin; activation, % at 3 µM; actives 0.25% (n = 320,000); AID 2797, 2010;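 active = activation above the mean activation of all tested compounds plus 3 SD, per screening run, cut at about 20% in these data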;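 also: signal is peak over basal fluorescence ratio across a 100 second FLIPR read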
PHOSPHO1 block: PubChem AID 1565; Phosphoethanolamine/phosphocholine phosphatase (Homo sapiens), Q8TCT1; recombinant PHOSPHO1, absorbance phosphatase assay; inhibition, % at 13.3 µM; actives 1.1% (n = 290,000); in the data active = inhibition above about 60%
GalR3 antag: GalR3 antagonists in HEK293 cells, primary screen, cell-based, fluorescence readout; HEK293 GalR3-CNG cAMP membrane potential fluorescence; galR3 body fused to GalR1 C-terminus; inhibition, % at 3 µM; actives 0.44% (n = 360,000); AID 651719, 2012;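 active = inhibition above the screen-wide average plus 3 SD, cut at about 13% in these data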;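 also: forskolin and galanin both at EC90 stimulate the cells; cAMP rise reported by CNG channel membrane potential dye signal; 0% = forskolin plus galanin with DMSO and 100% = forskolin alone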
Target sequence (O60755 1-299 limits assumed): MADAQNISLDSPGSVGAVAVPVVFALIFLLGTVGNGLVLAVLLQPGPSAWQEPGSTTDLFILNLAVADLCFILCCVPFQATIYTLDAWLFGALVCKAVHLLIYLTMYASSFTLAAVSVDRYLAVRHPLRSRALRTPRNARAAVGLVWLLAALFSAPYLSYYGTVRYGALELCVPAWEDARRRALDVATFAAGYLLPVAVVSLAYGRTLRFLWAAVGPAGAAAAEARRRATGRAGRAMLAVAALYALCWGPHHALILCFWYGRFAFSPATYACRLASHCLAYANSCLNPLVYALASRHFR
NALP1 inh: NALP1 inflammasome inhibitors in reconstituted yeast, colorimetric, S. cerevisiae, triplicate retest; inhibition, % at 10 µM; actives 0.61% (n = 280,000); S. cerevisiae NALP1/ASC/caspase-1 growth, X-gal OD620, 72 h; in the data active = inhibition mostly above about 24%, no sharp cut-off; inactive = mostly below about 32%; also: some compounds called inactive have numbers as strong as hits
MEKK2 WT-MEK5: modulators of MEK5 binding to wildtype MEKK2, primary screen, biochemical, multiplex bead flow cytometry, Alexa488-MEK5; Mitogen-activated protein kinase kinase kinase 2 (Homo sapiens), Q9Y2U5; Alexa488-MEK5 binding to MEKK2 WT; actives lie on both sides; binding response (% of control), % at 10 µM; actives 1.1% (n = 290,000); in the data active = binding response below about 67% or above about 130%
GPR7 antagonist: GPR7 receptor antagonists, primary screen, cell-based, fluorescence, single concentration. GPR7-expressing cells, fluorescence antagonist assay. inhibition, % at 4.4 µM. actives 1.1% (n = 290,000). Neuropeptides B/W receptor type 1 (Homo sapiens), P48145; in the data active = inhibition above about 16%, passing the limit was not always enough;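 also: cells stimulated with the agonist NPW; 0% = agonist with vehicle and 100% = vehicle without agonist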
Target sequence (P48145 whole entry, looked up): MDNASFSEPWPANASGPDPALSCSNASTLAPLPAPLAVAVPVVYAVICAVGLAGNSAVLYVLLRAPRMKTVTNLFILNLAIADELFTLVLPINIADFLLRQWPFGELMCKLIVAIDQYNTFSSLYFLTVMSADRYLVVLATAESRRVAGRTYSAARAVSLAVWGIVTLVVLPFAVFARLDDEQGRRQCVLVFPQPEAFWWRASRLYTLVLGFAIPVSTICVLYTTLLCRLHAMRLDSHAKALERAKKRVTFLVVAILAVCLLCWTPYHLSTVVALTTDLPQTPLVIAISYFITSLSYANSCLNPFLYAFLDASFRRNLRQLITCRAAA
* hit, by the source's call; x = not tested or not shown.

compound | GPR7 antagonist | MEKK2 WT-MEK5 | NALP1 inh | MEKK3 PB1 HTS | PHOSPHO1 block | GalR3 antag | V1R ag counter | OXTR ag | MEKK2mut PB1 HTS
O=C(CCC(=O)N1CCOc2ccccc21)Nc1ccccc1Cl | 4 | 96 | 16 | 100 | 23 | x | 0.2 | -1.4 | 2
COc1ccc(N2C(=S)NC3c4cc(Cl)ccc4OC2(C)C3C(=O)N(C)C)cc1 (configuration not stated) | 1 | 102 | -2 | 96 | -21 | -6 | 4.9 | 1.9 | -3
COC(=O)c1[nH]c2ccc(F)cc2c1NS(=O)(=O)c1ccc(OC)cc1OC | 4 | 99 | 35 | 103 | -7 | -8 | 2.5 | 3.8 | -1
COc1cccc(CN2CC(C(=O)NCc3ccc(C)c(F)c3)CCC2=O)c1 (configuration not stated) | -9 | 109 | 14 | 103 | 53 | 0 | -0.3 | -1.2 | 2
CCOc1ccccc1NC(=O)Cn1c(=O)oc2cc(Cl)ccc21 | 4 | 104 | 0 | 105 | 16 | -11 | 1.0 | 0.4 | 1
O=S(=O)(Cc1ccccc1Cl)Nc1ccccn1 | -14 | 101 | 1 | 101 | -57 | -8 | 1.1 | 3.2 | 1
COC(=O)CCc1c(C)[nH]c(C(=O)OCc2ccccc2)c1C | 3 | x | -4 | x | 3 | -5 | -0.3 | -2.0 | x
O=C(/C=C/c1ccccc1)N/C(=C/c1ccccc1)C(=O)NCCCO | -1 | 101 | 20 | 102 | -2 | 0 | 0.7 | 0.1 | 1
CC(C)CC(=O)NCCc1ccncc1 | -20 | 102 | 16 | 103 | 4 | -6 | 1.1 | 0.3 | 4
O=C(CSc1nnc(CNC(=O)c2ccccc2)o1)Nc1nccs1 | -6 | 111 | -2 | 107 | 52 | -4 | 0.3 | 0.0 | 11
O=C(NCc1cccs1)C1CCCN(C(=O)Nc2ccc(F)cc2)C1 (configuration not stated) | -8 | 94 | 5 | 98 | 6 | -6 | 1.0 | 1.1 | -6
CC(C)C[C@H]1CN=C(Nc2ccccc2)N1CCCC1CCCCC1 | 55* | 126 | 34 | 105 | 10 | -5 | 4.6 | 15 | 24*
Cc1ccc(C)c(S(=O)(=O)Nc2ccccc2C(=O)Nc2ccccc2N2CCOCC2)c1 | 1 | 104 | 4 | 99 | -7 | -3 | -0.8 | -1.4 | 4
COc1ccccc1N1CCN(C(=O)/C=C/c2ccc(C)cc2)CC1 | 1 | 100 | 41 | 97 | -7 | -7 | 0.0 | -1.6 | -2
O=C(Nc1nnc(S(=O)(=O)N2CCCC2)s1)c1ccccc1F | 10 | 102 | 12 | 104 | 20 | 4 | 1.7 | 0.0 | 2
Cc1ccc(C(=O)O/N=C2\CCCc3ccccc32)cc1 | 1 | 80 | 5 | 81 | 20 | -6 | -0.9 | -2.3 | -6
O=C(CSc1nnc2scc(-c3ccc(F)cc3)n12)NCc1ccco1 | 6 | 103 | -5 | 102 | 67* | -4 | -0.8 | -0.6 | 2
CC(C)(C)NC(=O)NC(=O)CN1CCN(C(c2ccccc2)c2ccccc2)CC1 | -11 | 144 | 1 | 157* | 28 | -1 | -0.6 | -2.5 | 7
O=C(CCN1C(=O)c2ccc([N+](=O)[O-])cc2C1=O)Nc1ccc(O)cc1C(=O)O | -4 | 93 | 4 | 98 | -13 | -2 | 1.3 | 1.0 | -12
COc1cccc2c(=O)n(CC(=O)Nc3cccc(F)c3)ccc12 | -10 | 99 | 9 | 102 | 19 | 2 | 0.4 | -0.7 | 7
COc1ccc(NC(=O)CN(C)C2CCCCC2)cc1Cl | 3 | 94 | 19 | 85 | 45 | -5 | -0.6 | 1.6 | -9
Cc1ccc(C)c(N2CCN(S(=O)(=O)c3ccc4c(c3)C(C)(C)C(=O)N4C)CC2)c1 | 6 | 103 | 16 | 101 | 23 | 3 | -2.3 | -1.7 | 0
CCOC(=O)c1[nH]c2ccccc2c1NC(=S)Nc1cc(C)ccc1C | 0 | 78 | 17 | 80 | -6 | 0 | 0.9 | -0.5 | -7
O=C(O)C1CCCN1c1ncnc2c1oc1ccccc12 (configuration not stated) | -2 | 82 | 25 | 77 | -7 | -6 | 0.6 | 0.7 | -10
CC(=O)c1ccc(N2CCN(C(=O)[C@H](C)NC(=O)c3ccccc3Cl)CC2)cc1 | 0 | 110 | 20 | 107 | 20 | -6 | 0.9 | 1.4 | 10

Four compounds picked at random from those above:
compound | GPR7 antagonist | MEKK2 WT-MEK5 | NALP1 inh | MEKK3 PB1 HTS | PHOSPHO1 block | GalR3 antag | V1R ag counter | OXTR ag | MEKK2mut PB1 HTS
COc1ccc(NC(=O)CN(C)C2CCCCC2)cc1Cl | 3 | 94 | 19 | 85 | 45 | -5 | -0.6 | 1.6 | -9
O=C(/C=C/c1ccccc1)N/C(=C/c1ccccc1)C(=O)NCCCO | -1 | 101 | 20 | 102 | -2 | 0 | 0.7 | 0.1 | 1
Cc1ccc(C)c(N2CCN(S(=O)(=O)c3ccc4c(c3)C(C)(C)C(=O)N4C)CC2)c1 | 6 | 103 | 16 | 101 | 23 | 3 | -2.3 | -1.7 | 0
O=C(O)C1CCCN1c1ncnc2c1oc1ccccc12 (configuration not stated) | -2 | 82 | 25 | 77 | -7 | -6 | 0.6 | 0.7 | -10

Look-ups from the entries so far:
Value of CC(C)CC(=O)NCCc1ccncc1 in MEKK2 WT-MEK5: 102
Value of COc1ccc(N2C(=S)NC3c4cc(Cl)ccc4OC2(C)C3C(=O)N(C)C)cc1 (configuration not stated) in GPR7 antagonist: 1
Value of COc1ccc(NC(=O)CN(C)C2CCCCC2)cc1Cl in PHOSPHO1 block: 45

PHOSPHO1 block, what is marked active above
compound | GPR7 antagonist | MEKK2 WT-MEK5 | NALP1 inh | MEKK3 PB1 HTS | PHOSPHO1 block | GalR3 antag | MEKK2mut PB1 HTS
O=C(CSc1nnc2scc(-c3ccc(F)cc3)n12)NCc1ccco1 | 6 | 103 | -5 | 102 | 67* | -4 | 2

(further entries)
compound | GPR7 antagonist | MEKK2 WT-MEK5 | NALP1 inh | MEKK3 PB1 HTS | PHOSPHO1 block | GalR3 antag | V1R ag counter | OXTR ag | MEKK2mut PB1 HTS
CCS(=O)(=O)N1CCC(C(=O)Nc2cc([N+](=O)[O-])ccc2C)CC1 | -13 | 96 | -25 | 94 | 16 | -6 | -0.7 | -0.2 | 0
CCC(C)(C)NC(=O)CN(C(=O)CCC(=O)Nc1nccs1)c1ccc2c(c1)OCCO2 | -4 | 97 | -1 | 101 | -30 | -3 | 0.1 | 0.1 | 0
CCCn1c(SCC(=O)Nc2nnc(CC)s2)nnc1-c1ccco1 | -14 | x | 8 | x | 34 | -4 | 1.8 | 0.3 | x
O=C(/C=C/c1cccs1)c1ccc(NC(=O)c2cccc(Br)c2)cc1 | 5 | 102 | 30 | 103 | -2 | -9 | 2.3 | -0.3 | 1
CC(=O)NC1C(OCCOc2ccc(Cl)cc2C)OC(CO)C(O)C1O (configuration not stated) | -17 | 100 | 8 | 96 | 24 | -7 | x | x | -5
CCCc1ccc(-c2cc(C(=O)NC3=NCCS3)c3ccccc3n2)cc1 | -8 | 124 | 20 | 100 | -4 | -3 | -0.7 | -0.1 | 15
O=C(CSc1nnc2ccccn12)NC(=O)Cc1ccccc1 | -6 | 103 | -26 | 108 | 15 | 9 | 0.9 | 2.0 | -1
CC(C)[C@H](NC(=O)c1ccco1)C(=O)Nc1ccc(OC(F)F)cc1 | 0 | 107 | 14 | 111 | 42 | -10 | 0.0 | -1.1 | 12
COc1cc2c(cc1OC)C(c1cc3cc4c(cc3[nH]c1=O)OCO4)N(C(=O)C(C)C)CC2 (configuration not stated) | -9 | 106 | 7 | 107 | -14 | 1 | -0.1 | -0.3 | 6
Cc1cc(NC(=O)CSc2nnc(CNC(=O)c3ccc(C(C)(C)C)cc3)o2)no1 | -17 | 102 | 16 | 100 | 11 | -4 | 0.0 | -0.2 | 5
CC1CCN(C(=O)c2ccc(NC(=O)c3cccs3)cc2)CC1 | 0 | 104 | 10 | 103 | 27 | -8 | 1.3 | 1.4 | -2
CCCCCCN1C=CC=C/C1=C/C=C(C#N)C#N | -5 | 95 | 30 | 95 | -3 | -3 | 12 | 7.3 | -2
COc1ccc(C(=O)Nc2ccc(NC(=O)c3cnccn3)cn2)cc1 | 0 | 97 | -12 | 96 | 19 | -5 | 0.1 | 1.4 | 1
Cc1cc(NC(=O)CCCN2C(=O)/C(=C/c3cccs3)SC2=S)no1 | 14 | 88 | 29 | 93 | -9 | 1 | 0.6 | -0.3 | -4
Cc1cccc(NC(=O)NNC(=O)c2cc(-c3ccccc3Cl)nc3ccccc23)c1 | -13 | 102 | -5 | 106 | 42 | x | 1.4 | -0.7 | 7
Cc1csc(NC(=O)COc2ccc3c(C)cc(=O)oc3c2)n1 | -9 | 102 | -3 | 101 | -1 | -3 | 0.7 | 1.0 | 2
O=C(NC1CCCCC1)N1CCN(S(=O)(=O)c2ccc(F)cc2)CC1 | -12 | 99 | -11 | 103 | 23 | -7 | 4.4 | 2.5 | -4
COc1ccc(NC(=O)CN2C(=O)N(C)Cc3ccccc32)c(C)c1 | 0 | 95 | -4 | 105 | 29 | 0 | -0.2 | -0.7 | -3
CCOc1ccc(CNC(=O)Nc2ccccc2)cc1 | -11 | 104 | 34 | 101 | 33 | -13 | 0.5 | -0.8 | 2
CN1CCN(C(=S)c2cn(CCOc3ccccc3F)c3ccccc23)CC1 | 11 | -9.0* | 1 | 102 | 50 | -2 | 2.0 | 4.1 | 4
Clc1ccc(SCCCN2CCCCC2)cc1 | 13 | 91 | 15 | 77 | 40 | 8 | -1.2 | 0.1 | -11
Cc1cc(C)n(-c2nc3ccccc3n3cnnc23)n1 | -2 | 96 | 6 | 101 | -7 | 3 | -0.6 | -0.1 | -5
CCOc1c2ccc(C(=O)NCCCCc3ccccc3)cc2nn1C | 3 | 102 | 5 | 101 | 38 | -3 | 1.0 | 0.6 | 3
CCn1c(SCC(=O)Nc2ccc3c(c2)OCCO3)nnc1-c1ccco1 | -17 | x | 10 | x | -1 | -1 | -0.4 | -1.3 | x
O=C(c1cc2cc(Br)ccc2oc1=O)N1CCN(c2ccccn2)CC1 | -6 | 101 | x | 102 | -6 | -8 | 0.2 | 0.3 | 3
CCOC(=O)c1c(C(F)(F)C(F)(F)C(F)(F)C(F)(F)F)n[nH]c1C | -25 | 96 | 68 | 98 | 16 | -4 | -1.6 | -1.6 | -1
COc1ccc(CCNC(=O)Cn2nnc(-c3ccccc3F)n2)cc1OC | -7 | 91 | -12 | 91 | 18 | -6 | 0.0 | 1.2 | -4
O=C(/C=C/N1CCOCC1)c1cc2ccccc2o1 | 1 | 103 | 30 | 95 | 6 | 3 | 1.2 | 0.4 | 2
O=C(COC(=O)Cc1c[nH]c2ccccc12)Nc1ccccc1 | -2 | 101 | 2 | 100 | 7 | -4 | 1.2 | 2.1 | -1
Cc1ccccc1-c1nc2sc(C)c(C)c2c(=O)o1 | -14 | 95 | 16 | 98 | -19 | 2 | -0.4 | -0.8 | 1

From PubChem

Compounds were not picked by outcome; any-hit rate near 5.4%.
